Dynein transport: blocks dynein driven cargo transport along microtubules; 3617.4 mouse cells, GR-EGFP nuclear translocation imaging; test concentration mostly 20 µM; stimulated with dexamethasone, 1 µM; active compounds read low; z-score, hits read low; 220,000 tested, 0.47% active; AID 1381;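 active = plate z-score of nuclear minus cytoplasmic receptor signal below a set negative limit, without overly bright fluorescence or cell loss, cut at about -3.5 in these data, passing the limit was not always enough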;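 also: z-score of nuclear minus cytoplasmic ring GR-EGFP intensity difference per well; some compounds called inactive have numbers as strong as hits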
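medium = tetracycline-free induction medium containing charcoal-stripped FBS | also added = 1.0 µM final dexamethasone stimulus | schedule = 48 h induction, 1 h compound, 30 min dex at 37 °C | technique = fixed, Hoechst-stained cells imaged at 10x for EGFP | measure = GR-EGFP nuclear translocation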
PMI inhibitors: MPI enzyme activity inhibition – biochemical, fluorescence intensity, coupled assay, primary screen (AID 1209); purified PMI enzyme, coupled fluorescence intensity; higher % means a stronger effect; 190,000 tested, 0.42% active; inhibition, % at 20 µM, or IC50 in µM where a hit was titrated;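 also: plate controls were DMSO vehicle for no effect and wells lacking substrate for full effect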
human PMI inhibitors: human PMI inhibitors, high substrate, primary screen, biochemical, fluorescence intensity, high mannose 6-phosphate (AID 1220); 190,000 tested, 0.66% active; one-dose inhibition, % at 20 µM; IC50 in µM for titrated hits; recombinant PMI enzyme, coupled fluorescence intensity; higher % means a stronger effect
M1AAP inhibition: P. falciparum M1AAP inhibitors, biochemical, fluorogenic H-Leu-NHMec substrate, 1536-well (AID 1445); recombinant M1AAP, H-Leu-NHMec fluorogenic kinetic assay; higher % means a stronger effect; inhibition, % at 30 µM, or IC50 in µM where a hit was titrated; 220,000 tested, 0.42% active;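 active = primary inhibition above the hit cutoff, then over 50% inhibition at one or more dose response concentrations, cut at about 23% in these data, passing the limit was not always enough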;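 also: plate controls were DMSO full reaction for no effect and no enzyme background for full effect; strong numbers were not always called active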
AID2073: disruptors of CaV2.2 binding to Mint1 – biochemical, HTRF (AID 2073); HTRF protein-protein interaction, Mint1-CaV2.2; higher % means a stronger effect; inhibition, % at 20 µM, or IC50 in µM where a hit was titrated; 290,000 tested, 0.19% active; in the data active = inhibition mostly above about 51%, no sharp cut-off; also: some results filed as inactive read as strong as hits
LYP inhibition: inhibitors of LYP phosphatase, biochemical, fluorescence intensity, uHTS (AID 1779) | recombinant LYP phosphatase, fluorescence intensity; higher % means a stronger effect | inhibition, % at 11.5 µM; hits with a dose series show IC50 in µM | 290,000 tested, 0.054% active;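 also: plate controls were vehicle with enzyme for no effect and no enzyme for full effect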
XIAP antagonists: XIAP antagonists, biochemical, IAP family, fluorescence polarization (AID 1018). XIAP BIR domain, fluorescence polarization peptide displacement; higher % means a stronger effect. displacement, % at 20 µM; hits with a dose series show IC50 in µM. 200,000 tested, 0.007% active; in the data active = displacement above about 50%; also: a part of the inactive calls stands beside numbers as strong as those of hits
P. falciparum M17LAP: P. falciparum M17LAP inhibitors, primary screen, biochemical, fluorogenic H-Leu-NHMec substrate, 1536-well (AID 1619); recombinant M17LAP, H-Leu-NHMec fluorogenic kinetic assay; higher % means a stronger effect; 220,000 tested, 0.38% active; one-dose inhibition, % at 30 µM; IC50 in µM for titrated hits;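 active = compound inhibiting the enzyme by more than half at any dose during confirmatory dose-response retesting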;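 also: plate controls were full reaction with DMSO carrier for no effect and no enzyme background for full effect; strong numbers were not always called active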
SIAH1 antagonists: Siah-1 peptide-binding antagonists, primary screen, biochemical, fluorescence polarization, rhodamine-plectin, uHTS (AID 1817); Siah-1 / rhodamine-plectin peptide fluorescence polarization; higher % means a stronger effect; displacement, % at 20 µM; hits with a dose series show IC50 in µM; 290,000 tested, 0.02% active;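 active = displacement of at least 50% at 20 µM, with a fluorescence ratio check between 0.3 and a set limit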;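 also: plate controls were Siah plus tracer with DMSO for no effect and tracer alone without Siah for full effect; strong numbers were not always called active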
Dynein transport cytoplasmic EGFP: also measured in Dynein transport; calls as there; z-score; measured here: cytoplasmic GR-EGFP intensity; active compounds read high
Dynein transport nuclear GR-EGFP: also measured in Dynein transport; calls as there; z-score; measured here: nuclear GR-EGFP intensity;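 lower value marks the stronger effect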
Dynein transport cell count: further read-out of Dynein transport, marked with its call; z-score; measured here: cell count per field
Numbers without * were called inactive; nt = no result given. Rule as the data show it, unless noted: active = inhibition above about 50%; inactive = the rest.

Screens in order: Dynein transport	Dynein transport cytoplasmic EGFP	Dynein transport nuclear GR-EGFP	Dynein transport cell count	PMI inhibitors	human PMI inhibitors	M1AAP inhibition	AID2073	LYP inhibition	XIAP antagonists	P. falciparum M17LAP	SIAH1 antagonists
- O=S(=O)(c1ccc(NC(=S)N/N=C/c2ccc(O)c(O)c2)cc1)N1CCOCC1
→ 0.79	-0.28	-0.033	-0.06	nt	nt	10%	-39%	0%	nt	7%	3%
- CCN(CC)C(=O)c1sc2c(c1C)c(=O)n(-c1ccc(C)c(C)c1)c(=O)n2CC(=O)NCC1CCCO1 (stereo unspecified)
→ 2	0.081	1.3	-1.8	6%	11%	5%	2%	-3%	2.4%	-8%	2%
- Clc1ccc(-c2nc3ccccc3n2OCc2ccccc2)cc1
→ -0.72	-0.075	-0.46	0.11	13%	4%	11%	-1%	-1%	-4.3%	3%	2%
- CC(=O)c1cnc2cc(C)nn2c1C
→ -0.25	-0.15	-0.95	-0.84	-8%	-8%	1%	7%	1%	-0.8%	2%	0%
- CCc1ccc(C(=O)N2CCN(c3ccc(F)cc3)CC2)s1
→ -0.36	-0.24	-0.31	-0.46	6%	7%	4%	3%	4%	1.8%	5%	-3%
- O=S(=O)(Nc1ccc2c(c1)OCCO2)c1ccc2oc3ccccc3c2c1
→ 1.6	-0.058	1.2	-1.9	24%	22%	6%	-4%	-3%	-9.4%	-13%	6%
- CC1CCCCN1C(=O)c1ccccc1OC1CCN(S(C)(=O)=O)CC1 (stereo unspecified)
→ 2.4	0.33	2.1	-1.8	3%	-4%	9%	3%	-2%	0.4%	9%	2%
- COc1ccc(-c2[nH]c(-c3ccccc3)nc2SCC(=O)NC2CCCC2)cc1
→ -0.64	-0.1	0.43	-0.083	3%	1%	1%	-9%	-5%	-8.5%	-3%	-7%
- Cc1cc(C(=O)N/N=C/c2cccc([N+](=O)[O-])c2)c(C)o1
→ 1.4	-0.18	0.78	-0.66	-10%	-6%	3%	6%	-9%	-4.1%	6%	-1%
- Cc1cc(C)n2cc(CSc3nc4ccccc4s3)nc2n1
→ 0.2	-0.26	0.38	-0.055	9%	9%	0%	-4%	-4%	-2.1%	-1%	-1%
- CCC1CCCCN1C(=O)Nc1cccc(NC(=O)N2CCCCC2CC)c1 (stereo unspecified)
→ 1.6	-0.22	0.78	-0.33	18%	5%	12%	-21%	3%	-9.9%	3%	-2%
- CCC(C)Sc1nc2ccccc2c(=O)[nH]1 (stereo unspecified)
→ -0.64	-0.24	-0.79	-0.29	-6%	-4%	5%	13%	4%	-5.6%	16%	0%
- Cc1csc(NC(=O)Nc2cccc(Cl)c2)n1
→ 0.11	0.0036	0.16	0.78	-2%	-5%	-5%	-11%	-3%	-3.4%	6%	-1%
- CCCCNC(=O)C(=O)N/N=C/c1ccc(OCc2ccccc2)cc1
→ 0.36	-0.073	0.5	-1.7	-5%	-11%	1%	38%	4%	-6.8%	12%	2%
- COC(=O)c1ccc(C(C(=O)NCc2ccccc2)N(Cc2cccs2)C(=O)c2cnccn2)cc1 (stereo unspecified)
→ -0.9	-0.16	-0.79	0.56	6%	6%	2%	3%	-3%	8.0%	2%	5%
- Cc1cccc(NC(=O)C2CCCN(S(=O)(=O)c3cccc4nonc34)C2)c1 (stereo unspecified)
→ -0.59	0.099	-0.36	1.3	-2%	3%	1%	16%	-4%	-2.4%	-11%	18%
- O=C(O)c1nnn(-c2ccc([N+](=O)[O-])cc2)c1-c1ccccc1
→ 0.11	-0.18	0.073	0.19	nt	nt	12%	-5%	-7%	nt	21%	27%
- COc1ccc(CCNC(=S)Nc2ccc(OC)cc2)cc1
→ -0.18	-0.25	0.043	0.51	0%	30%	6%	-8%	-5%	-1.8%	-1%	4%
- COC(=O)c1ccccc1NC(=S)NC(=O)COc1ccc(C(C)C)cc1
→ 2.2	-0.096	3.2	-2	22%	14%	4%	-9%	-5%	-6.6%	3%	-1%
- O=C1c2ccccc2-c2nccnc21
→ -0.49	-0.22	-0.082	0.61	7%	7%	3%	-6%	-6%	-3.0%	8%	-6%
- N#CC(C#N)=C(N)CSc1cccc[n+]1[O-]
→ -0.81	-0.22	-0.47	0.55	-13%	-10%	7%	-4%	-2%	-1.0%	5%	0%
- Cc1ccc(N2C(=O)N(CC(=O)NC(N)=O)C(=O)C2C)cc1 (stereo unspecified)
→ 2.9	-0.29	1.7	-1.8	-6%	0%	-1%	25%	0%	-0.6%	-6%	-5%
- CC(C)CC(NC(=O)C(NC(=O)C1OC2OC(C)(C)OC2C2OC(C)(C)OC12)C(C)C)C(=O)O (stereo unspecified)
→ -0.21	-0.3	0.046	0.4	6%	4%	-9%	2%	-9%	-6.8%	-1%	13%
- Cc1c(C(=O)C(=O)NCC2CCCO2)c2ccccc2n1C (stereo unspecified)
→ 0.2	-0.19	-0.14	1.2	-8%	-7%	0%	1%	-4%	-2.9%	13%	2%
- O=C(O)C1CCN(C(=O)c2ccco2)CC1
→ -0.79	0.11	-0.32	0.42	-9%	-4%	4%	16%	4%	-8.3%	1%	-3%
- OC(CNCC(c1ccco1)N1CCCCC1)c1ccccc1 (stereo unspecified)
→ -0.86	-0.21	-0.35	1	-1%	-13%	-12%	-5%	-14%	-1.7%	3%	-1%
- O=C(O)c1ccc(NS(=O)(=O)c2ccc3c(c2)OCCO3)cc1
→ 1.2	-0.14	0.9	-0.54	-2%	-1%	7%	-6%	-9%	-2.0%	7%	-1%
- CCSc1ccc(C(=O)Nc2ccc(Br)cn2)cc1[N+](=O)[O-]
→ 0.33	-0.28	0.2	-0.033	3%	0%	0%	6%	-5%	-5.6%	7%	-11%
- O=C1c2ccccc2C(=O)N1OCc1ccc(Cl)cc1
→ -0.31	0.062	-0.3	0.82	5%	4%	10%	-3%	2%	-6.4%	5%	4%
- Cc1ccc(-n2nnc3c(=O)n(CC(=O)OCc4ccccc4)cnc32)cc1
→ 0.93	-0.23	0.9	-0.33	12%	12%	2%	11%	2%	-0.2%	-5%	6%

(more compounds)
SMILES,Dynein transport,Dynein transport cytoplasmic EGFP,Dynein transport nuclear GR-EGFP,Dynein transport cell count,PMI inhibitors,human PMI inhibitors,M1AAP inhibition,AID2073,LYP inhibition,XIAP antagonists,P. falciparum M17LAP,SIAH1 antagonists
Cc1ccc(SCc2cn3c(C)cc(C)nc3n2)cc1,0.39,0.077,0.12,-0.06,nt,nt,10%,4%,-6%,nt,11%,1%
O=C(COC(=O)c1cnc(Cl)c(Cl)c1)NCc1cccs1,-0.93,-0.33,-0.32,0.61,-4%,-1%,1%,-3%,0%,-4.1%,-4%,2%
N#CC(C(=O)Nc1ccc(Cl)cc1)=C1Nc2ccccc2N1,0.15,-0.31,-0.031,0.68,4%,9%,0%,8%,-8%,0.3%,-8%,1%
Cc1ccc(OCC(=O)N(C)CCc2ccccn2)cc1,0.03,-0.15,0.034,0.69,-1%,-6%,7%,-4%,-10%,-3.7%,6%,4%
COc1ccc(-n2c(C)cc(C=O)c2C)cc1Cl,-0.29,-0.15,0.15,-0.23,6%,6%,4%,-9%,-8%,-1.6%,-2%,0%
O=C(/C=C/c1ccc(Cl)cc1)N1CCN(c2ccccc2[N+](=O)[O-])CC1,0.49,-0.33,-0.086,0.24,14%,14%,2%,2%,0%,-2.6%,0%,3%
O=C(Nc1ccon1)c1ccc(S(=O)(=O)N2CCCCCC2)cc1,0.37,0.062,0.15,0.17,10%,9%,1%,0%,0%,-4.0%,0%,8%
Cc1noc(C)c1C(=O)OCC(=O)c1c(N)n(CC(C)C)c(=O)n(C)c1=O,-0.64,-0.17,-0.14,0.31,-4%,-2%,5%,-3%,-6%,-3.7%,24%,1%
Cc1cc(NS(=O)(=O)c2ccc(NC(=O)c3cc4ccccc4o3)cc2)no1,-0.087,-0.2,0.39,0.69,-8%,-7%,4%,15%,1%,-6.0%,-1%,-1%
COc1ccc(CC(=O)Nc2nccs2)cc1OC,-0.72,-0.25,0.47,0.044,-9%,2%,-1%,-4%,-4%,-5.2%,5%,0%
CCOc1ccc(CCNC(=O)C2CCN(c3ccc(N4CCOCC4)nn3)CC2)cc1OCC,0.52,-0.14,1.1,-0.93,7%,12%,5%,16%,-5%,-6.1%,4%,-2%
CCN(C(=O)Cc1c(C(=O)O)n(C)c2ccccc12)c1ccc(F)cc1,0.49,-0.27,0.29,-0.84,-32%,-16%,3%,-1%,-6%,-4.9%,25%,-4%
COc1ccc(N2CCn3c2nc2c3c(=O)n(CCc3ccccc3)c(=O)n2C)c(OC)c1,-1.2,-0.31,-0.46,0.41,6%,18%,6%,-15%,-4%,-3.4%,3%,-5%
COc1ccc(/C=C2/SC(=O)N(CCNC(=O)C3CCCN3C(=O)c3cccs3)C2=O)cc1 (stereo unspecified),-0.55,-0.14,-0.6,-0.034,5%,7%,9%,-15%,-1%,1.9%,16%,-5%
Cn1c(SCc2cc(=O)[nH]c(C(C)(C)C)n2)nnc1C(F)(F)F,-0.27,-0.049,-0.16,-0.042,nt,nt,4%,17%,-4%,nt,-2%,6%

Full records as entered above. Values in the order: Dynein transport | Dynein transport cytoplasmic EGFP | Dynein transport nuclear GR-EGFP | Dynein transport cell count | PMI inhibitors | human PMI inhibitors | M1AAP inhibition | AID2073 | LYP inhibition | XIAP antagonists | P. falciparum M17LAP | SIAH1 antagonists
Entry for `N#CC(C(=O)Nc1ccc(Cl)cc1)=C1Nc2ccccc2N1` → 0.15 | -0.31 | -0.031 | 0.68 | 4% | 9% | 0% | 8% | -8% | 0.3% | -8% | 1%
Entry for `Cc1ccc(OCC(=O)N(C)CCc2ccccn2)cc1` → 0.03 | -0.15 | 0.034 | 0.69 | -1% | -6% | 7% | -4% | -10% | -3.7% | 6% | 4%
Entry for `COc1ccc(N2CCn3c2nc2c3c(=O)n(CCc3ccccc3)c(=O)n2C)c(OC)c1` → -1.2 | -0.31 | -0.46 | 0.41 | 6% | 18% | 6% | -15% | -4% | -3.4% | 3% | -5%

Assay outcomes: PubChem, several laboratories

Hits appear at their usual frequency. Share with any hit: about 2.1%.
